SRC1 TRFRET art – flags TR-FRET format artefacts in PPARgamma SRC-1 recruitment agonist screen; TR-FRET detection artefact counter-screen, emission ratio; stronger effect = higher value; TR-FRET ratio at 8 µM; 99,000 tested, 0.34% active; AID 1051; in the data active means TR-FRET ratio above about 2300; further: inactives centre near 1800; reference of the scale not given here
SRC3 TRFRET art – flags TR-FRET format artefacts in PPARgamma SRC-3 recruitment agonist screen; 99,000 tested, 0.39% active; TR-FRET ratio at 8 µM; TR-FRET artefact counter-screen, PPARgamma/SRC-3 format; stronger effect = higher value; in the data active means TR-FRET ratio above about 2000; further: inactives centre near 1600; reference of the scale not given here
Active calls of the source: *.

Order of values: SRC1 TRFRET art	SRC3 TRFRET art
- CCOC(=O)c1[nH]c(=O)[nH]c1CN(Cc1ccco1)Cc1[nH]c(=O)[nH]c1C(=O)OCC
    1772	1632
- CC1CCCCC1NC(=O)/C=C/c1nc2ccccc2s1 (stereo unspecified)
    1653	1579
- COc1ccc(C(=O)N2CCOC2CNC(=O)C(=O)NCc2ccc(Cl)cc2)cc1 (stereo unspecified)
    1581	1513
- Cn1cnnc1SCC(=O)c1c[nH]c2ccccc12
    1731	1437
- NC(N)=N/N=C/c1cc([N+](=O)[O-])ccc1O
    1729	1235
- O=C(NCc1ccco1)c1csc2c1CCCC2
    1930	1593
- C/C(=N/NC(=O)c1cc(-c2cccc([N+](=O)[O-])c2)n[nH]1)c1ccc(Cl)cc1
    2236	1861
- COc1cccc(N/C(C)=C/C(=O)c2ccc(Br)cc2)c1
    1945	1662
- Cc1ccc(C2=NN(CCC(=O)NCCC(C)C)C(=O)CC2)cc1
    2072	1625
- Cc1ccc2nc(SCc3nc4cc(Cl)ccc4c(=O)[nH]3)[nH]c2c1
    1908	1773
- N#Cc1ccsc1NC(=O)CN1CCN(S(=O)(=O)c2cc(Cl)ccc2Cl)CC1
    2072	1995
- COc1ccc(CN2CCN(C3CCSCC3)CC2CCO)c(C)c1C (stereo unspecified)
    1773	1656
- O=[N+]([O-])c1ccc(S(=O)(=O)N/N=C/c2cccs2)cc1
    1764	1639
- O=C(Nc1ccccc1Oc1ccccc1)C1CCCC1
    1692	1694
- CCOCCCNC(=O)NC(=O)CN1CCN(S(=O)(=O)c2ccc3c(c2)OCCO3)CC1
    1744	1579
- C=C1C(=O)O[C@H]2C1CC[C@@](C)(O)C13C=CC(C)(C21)C1(C3)C(=O)O[C@@H]2C3C(C)=CCC3[C@](C)(O)C[C@H](OC(C)=O)C21 (stereo partly specified)
    1758	1602
- C=CCc1ccccc1OCCNCCCOC
    1549	1701
- O=S(=O)(c1ccc2nc(-c3ccccc3)[nH]c2c1)N1CCN(c2ccc(Cl)cc2)CC1
    2037	1831
- CCNC(=O)N1c2ccccc2Sc2ccccc21
    1884	1476
- CN1\C(=C/C=C/C=C/C=[N+](C)C)C(C)(C)c2ccccc21
    2160	1867
- CC(C)CN(C(=O)CN1CCC(C)CC1)c1c(N)n(CC(C)C)c(=O)[nH]c1=O
    1479	1703
- O=C(CN1CCOCC1)N1CCN(c2ccc([N+](=O)[O-])cc2)CC1
    1649	1418
- CCCNC(=O)C(=O)NCC1CCCN1CC (stereo unspecified)
    1894	1676
- COc1ccc(/C=C/c2ccc(=O)n(Cc3ccccc3)n2)cc1
    1874	1306
- Cn1c(Cn2cnc([N+](=O)[O-])n2)nnc1SCC(=O)Nc1ccc(Br)cc1
    1695	1517
- CCNc1nc(Oc2ccc(F)cc2)cc(C(F)(F)F)n1
    1898	1498
- COC(=O)c1c(Cl)c2n3ccccc3c(C)c(-c3ccccc3)c-2c1C(=O)OC
    2328*	2198*
- N=C1/C(=C\c2ccc(OCc3ccccc3)cc2)C(=O)N=C2SC(N3CCCC3)=NN12
    1843	1382
- CC(=O)N(Cc1ccccc1)Cc1cn(CCC#N)nc1-c1cccc([N+](=O)[O-])c1
    1562	1635
- Cc1ccc(OCC(=O)c2cc(C)n(Cc3cccs3)c2C)c([N+](=O)[O-])n1
    1581	1477

The closing 3 records of the section before open the next one.
Order of values: SRC1 TRFRET art	SRC3 TRFRET art
- N=C1/C(=C\c2ccc(OCc3ccccc3)cc2)C(=O)N=C2SC(N3CCCC3)=NN12
    1843	1382
- CC(=O)N(Cc1ccccc1)Cc1cn(CCC#N)nc1-c1cccc([N+](=O)[O-])c1
    1562	1635
- Cc1ccc(OCC(=O)c2cc(C)n(Cc3cccs3)c2C)c([N+](=O)[O-])n1
    1581	1477
- COC(=O)c1cccc(NC(=O)CCNC(=O)c2ccc([N+](=O)[O-])cc2)c1
    1782	1649
- CC(C(=O)Nc1ccc(OCc2ccccc2)cc1)N1CCCC1 (stereo unspecified)
    2085	1628
- Cc1ccccc1N1CCN(c2ccc(NC(=O)C3CCCCC3C(=O)O)cc2)CC1 (stereo unspecified)
    1832	1603
- C=CCSC(=S)NC1CCS(=O)(=O)C1 (stereo unspecified)
    1669	1581
- NC(=O)CSc1nnc(-c2cc(-c3ccc(Cl)cc3)nc3ccccc23)o1
    1579	1414
- Cc1cc(Nc2ccc(C)c(C)c2)n2nc(C)nc2n1
    1821	1770
- CCCCn1c(NCc2ccncc2)nc2ccccc21
    1912	1504
- Cc1cc(C)cc(C(=O)NN2CCOCC2)c1
    1656	1693
- CCOC(=O)C1=C(C)Nc2ccccc2N=C1NC(=O)Cc1ccc(Br)cc1
    1828	1597
- Cc1cccc[n+]1CC(=O)/C=C1\N(C)c2ccccc2C1(C)C
    1738	1689
- COc1ccc(CCC(=O)Nc2c(C)n(C)n(-c3ccccc3)c2=O)cc1
    1673	1503
- O=C1CNC(=S)N1CCCn1ccnc1
    1989	1569
- COc1cc(Br)c(C2C(C#N)=C(N)Oc3n[nH]c(-c4cccnc4)c32)cc1OC (stereo unspecified)
    1947	1480
- CC(C)NC(=S)NC(=O)/C=C/c1ccc(F)cc1
    1641	1579
- COC(=O)c1ccccc1-c1ccc(/C=N/NC(=O)c2cc3ccccc3o2)o1
    1822	1408
- COCc1c(C(=O)OC/C(O)=C(\C#N)c2nc3ccccc3[nH]2)oc2ccccc12
    1712	1638
- CCN(CC)S(=O)(=O)c1cc(C(=O)Nc2cccnc2Cl)ccc1Cl
    1962	1579
- Cc1cc(C)cc(NC(=O)Cn2nnc3ccccc3c2=O)c1
    1549	1534
- S=c1[nH]nc(C2CC2)n1Cc1ccccc1
    1849	1773
- CCSc1nnc(NC(=O)CN2C(=O)C3CC=CCC3C2=O)s1 (stereo unspecified)
    1785	1640
- Cc1ccc2oc(=O)c3cc(C(=O)NCCN4CCN(C)CC4)sc3c2c1
    1754	1545
- CCCCN(CC)CCCNC(=S)Nc1ccc2nc3n(c(=O)c2c1)CCCCC3
    1930	1307
- CCOc1ccc(C(=O)Nc2sc3c(c2C(=O)OC)CC(C)(C)NC3(C)C)cc1
    2052	1519
- COc1cc(NC(=O)/C=C/c2ccccc2[N+](=O)[O-])cc(OC)c1
    1898	1554
- CCN(CC)C(=O)Cn1c(=O)c2ccccc2n2c(=S)sc(-c3cccc(C)c3)c12
    1726	1332
- COCCNc1nc(-c2cc(C)c(C)cc2C)cs1
    1806	1291
- CCCOC1CCCN(Cc2cn(C)nc2-c2ccccc2F)C1 (stereo unspecified)
    1729	1607
- COc1cc(/C=C/C(=O)Nc2ccc3nc4n(c(=O)c3c2)CCCC4)cc(OC)c1OC
    1691	1604
- COc1ccc(C(=O)N/N=C(/C)c2cccc(NC(=O)C(F)(F)F)c2)cc1
    1814	1655
- COc1ccc(C(C)=O)cc1CSCC(=O)O
    1863	1521

7 neighbouring entries out of the list so far:
Order of values: SRC1 TRFRET art	SRC3 TRFRET art
- COc1cc(NC(=O)/C=C/c2ccccc2[N+](=O)[O-])cc(OC)c1
    1898	1554
- CCN(CC)C(=O)Cn1c(=O)c2ccccc2n2c(=S)sc(-c3cccc(C)c3)c12
    1726	1332
- COCCNc1nc(-c2cc(C)c(C)cc2C)cs1
    1806	1291
- CCCOC1CCCN(Cc2cn(C)nc2-c2ccccc2F)C1 (stereo unspecified)
    1729	1607
- COc1cc(/C=C/C(=O)Nc2ccc3nc4n(c(=O)c3c2)CCCC4)cc(OC)c1OC
    1691	1604
- COc1ccc(C(=O)N/N=C(/C)c2cccc(NC(=O)C(F)(F)F)c2)cc1
    1814	1655
- COc1ccc(C(C)=O)cc1CSCC(=O)O
    1863	1521

(continued)
Order of values: SRC1 TRFRET art	SRC3 TRFRET art
- COc1cccc(NC(=S)NCCc2ccccn2)c1
    1898	1682
- COc1ccc(/C=C2\SC(=O)N=C2N)cc1
    2164	1468
- CNc1ccccc1C(C)(C)c1cc(-c2cccc([N+](=O)[O-])c2)no1
    1890	1764
- CN1C(=S)SC(N2OC3C(=O)N(c4ccccc4)C(=O)C3C2c2ccccc2)C1(C)C (stereo unspecified)
    2167	1606
- O=C(COC(=O)c1cnccn1)NCc1ccc(Cl)cc1
    1698	1478
- O=C(NCC1CCCN(Cc2cccc(C(F)(F)F)c2)C1)c1ccc(F)cc1 (stereo unspecified)
    1730	1436
- S=c1[nH]cnc2sc(-c3ccccc3)cc12
    3261*	2631*
- CC(C)COP(=O)(CNC(=O)CN1C(=O)c2ccccc2S1(=O)=O)OCC(C)C
    1753	1362
- COc1ccc(Nc2ccccc2C(=O)O)cc1
    2010	1698
- Cc1cc(C)c(/C([O-])=C(/C(=S)Nc2ccc(SC(F)F)cc2)[n+]2ccccc2)cc1C
    1970	1945
- O=C(COc1ccc2c(-c3ccccc3)cc(=O)oc2c1)NCc1cccs1
    1767	1752
- CC(C)Cn1c(-c2ccc(Br)o2)n[nH]c1=S
    1724	1790
- CCC(=O)c1cc2c(C)cc(=O)oc2c(C)c1OC(C)=O
    1771	1517
- CN(C)CCCN(C(=O)c1ccco1)c1nc2ccc(F)cc2s1
    1895	1614
- CNC(=O)COc1ccc(C=O)cc1OC
    2030	1594
- CCOC(=O)/C(C#N)=C\C1=C(N2CCOCC2)CC(C)(C)OC1
    1796	1826
- O=[N+]([O-])c1ccc(N2CCN(S(=O)(=O)c3ccccc3)CC2)c2cccnc12
    1728	1465
- CCOc1ccc(CCNC(=O)COC(=O)Cn2cnc3ccccc3c2=O)cc1OCC
    1624	1578
- O=C(NNC(=S)NCc1ccccc1)c1ccc(Br)o1
    2079	1566
- COCCNC(=O)c1ccc(CN2CCc3ccccc3C2)cc1
    1898	1416
- CCOc1ccc(C(=O)Nc2cccc(-c3nc4ccccc4[nH]3)c2C)cc1[N+](=O)[O-]
    1621	1565
- COc1ccc(NC(=O)c2sc3nc(C)nc(N4CCOCC4)c3c2C)c(OC)c1
    2160	1578
- CC(Nc1ccccc1CO)C(=O)Nc1cccc(Cl)c1Cl (stereo unspecified)
    2003	1510
- COc1cccc(N(C(=O)Cn2nnc(-c3ccc(Cl)cc3)n2)C(C(=O)NCC2CCCO2)c2ccc(C)cc2)c1 (stereo unspecified)
    1747	1622
- Cc1ccc(C(=O)c2sc3c(c2N)c(=O)[nH]c(=O)n3CCc2ccccc2)cc1
    1871	1821
- COC(=O)C(Cc1ccccc1)NC(=O)c1cc(S(=O)(=O)N(C)C)ccc1Cl (stereo unspecified)
    1813	1525
- CC(C)c1ccccc1-n1c(SCC(=O)N2CCc3ccccc3C2)nc2ccccc2c1=O
    1834	1635
- COc1ccc(OC)c(NC(=O)C2C3C=CC(C3)C2C(=O)NCc2cccnc2)c1 (stereo unspecified)
    1640	1546
- Cc1ccccc1NC(=O)Nc1nc2ccc(S(C)(=O)=O)cc2s1
    1772	1492
- CC1CCCC(NC(=O)CN(C)S(=O)(=O)c2cnc[nH]2)C1C (stereo unspecified)
    1801	1646
- Cc1cccc(CCN=c2c([N+](=O)[O-])nn(-c3ccccc3)n2O)c1
    1811	1806
- CCCN(CC(=O)Nc1ccccc1C)C(=O)/C=C/c1cccs1
    1790	1534
- Clc1ccc(-n2cccc2)cn1
    1796	1634
- Cc1cc(C)n(CCC(=O)Nc2cccc(F)c2)n1
    1890	1583
- O=C(Nc1cccnc1Cl)c1cccc(F)c1
    1757	1637
- COc1ccccc1NC(=O)c1ccc(NC(=O)CSc2n[nH]c(N)n2)cc1
    1910	1657
- CC(=O)N1CC=CC1(C)C(=O)O (stereo unspecified)
    1762	1593
- CCCCc1n[nH]c(=S)n1Cc1ccc(C)cc1
    1589	1533
- C=CCNC(=O)c1cc2cccc(OC)c2oc1=O
    1776	1828
- CC1=NN(c2ccc(C(F)(F)F)cn2)C(=O)C1
    1901	1463
- Cc1cnc(NC(=O)C(C)N2CCN(C)CC2)s1 (stereo unspecified)
    1829	1586
- COc1cc(C(=O)OCC(=O)NC2CCS(=O)(=O)C2)ccc1OCc1c(C)noc1C (stereo unspecified)
    1668	1677
- CC(C)CNC(=O)CC(c1ccccc1)c1ccccc1
    1756	1538
- NC(=O)c1ccc(N2CCOCC2)nc1
    1750	1464
- O=C(CSc1ccc(-c2ccco2)nn1)NCc1ccccc1
    1850	1441
- CCCc1cc(C(=O)Nc2ccccc2SC)no1
    1800	1767
- CC1CCCCN1S(=O)(=O)c1ccc(C(=O)Nc2nnc(-c3ccccn3)o2)cc1 (stereo unspecified)
    1618	1489
- CCCCN(CC)S(=O)(=O)c1c(C)[nH]c(=O)[nH]c1=O
    1525	1451
- N=C1C(c2nc3ccccc3s2)=C(O)CN1NC(=O)c1ccc([N+](=O)[O-])cc1
    1983	1620
- O=C(c1cc(COc2ccc(F)cc2Cl)on1)N(Cc1ccncc1)CC1CCCO1 (stereo unspecified)
    1842	1725
- Cc1nnc2ccc(-c3ccc(NS(C)(=O)=O)cc3)nn12
    1763	1524
- CCNC(=O)C1CCCN(c2nc(C)cc(C)n2)C1 (stereo unspecified)
    1796	1580
- CC(=O)c1ccc(S(=O)(=O)Nc2ccc(-c3cn4c(n3)SCC4)cc2)cc1
    1983	1467
- CN(CC(=O)Nc1ccc(N2CCOCC2)cc1)CC(=O)Nc1ccc(C(F)(F)F)cc1
    1656	1650
- Cn1c(=O)c([N+](=O)[O-])c(NCCc2ccccc2)c2ccccc21
    1845	1692
- O=C(Nc1ccc(N2CCOCC2)cc1)Nc1ccc2nsnc2c1
    2437*	1642
- COc1ccc(-n2c(C)nn(CC3CC3)c2=O)cc1
    1624	1676
- CN(C(=O)CC(=O)Nc1ccc(Cl)c(Cl)c1)c1ccccc1
    1747	1605
- CCNc1ccc(C(=O)Nc2ccc3nc(C)sc3c2)cc1[N+](=O)[O-]
    1662	1658
- CC(=O)O[C@]1(C(C)=O)CC[C@H]2[C@@H]3C[C@H](C)C4=CC(=O)CC[C@]4(C)[C@H]3CC[C@@]21C
    1480	1466
- CCc1nn(C(C)C(=O)N2CCc3ccccc3C2)c(=O)c2cc3occc3n12 (stereo unspecified)
    1794	1473

Source: PubChem
